Assay outcomes deposited in PubChem by several laboratories.
FBA Mtb inh: Mtb fructose-bisphosphate aldolase inhibition | purified M. tuberculosis FBA, fluorescence read-out | 2.3% of 360,000 active | P9WQA3 | inhibition, % at 1 µM; in the data active = inhibition above about 27%;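 also: 0% = vehicle and 100% = reference inhibitor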
Target sequence (P9WQA3 whole entry, looked up): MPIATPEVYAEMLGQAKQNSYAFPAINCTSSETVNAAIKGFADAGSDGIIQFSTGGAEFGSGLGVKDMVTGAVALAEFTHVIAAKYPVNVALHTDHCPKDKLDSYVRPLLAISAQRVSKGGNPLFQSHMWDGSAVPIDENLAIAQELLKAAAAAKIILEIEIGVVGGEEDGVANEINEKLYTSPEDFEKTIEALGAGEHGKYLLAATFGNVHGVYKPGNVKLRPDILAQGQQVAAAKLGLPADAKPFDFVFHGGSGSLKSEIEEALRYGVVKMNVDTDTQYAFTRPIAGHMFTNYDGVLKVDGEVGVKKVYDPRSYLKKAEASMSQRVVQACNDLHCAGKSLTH
BoNT-F LC inh: inhibitors of Botulinum neurotoxin F light chain protease. Multiplex microsphere protease cleavage assay, flow cytometry. 0.22% of 360,000 active. AID 588497. inhibition, % at 10 µM; in the data active = inhibition above about 35%, passing the limit was not always enough; inconclusive = no clear call, values can overlap the other calls; also: plate controls were buffer without enzyme for full effect and enzyme alone for no effect
PrPC surface inh: cell surface PrPC inhibition, primary TR-FRET screen; P04156; TR-FRET read-out; inhibition, % at 13.8 µM; 0.43% of 370,000 active; in the data active = inhibition above about 24%; also: 0% = median of the test wells and 100% = reference compound wells
GDH-TPI counter: counter-screen for M. tuberculosis FBA inhibitors: GDH-TPI coupled enzymes | GDH-TPI coupled enzyme counterscreen, NADH absorbance | inhibition, % at 4.8 µM | 1.2% of 360,000 active | AID 588335;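 also: 0% = DMSO wells and 100% = wells lacking the enzyme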
BoNT-A LC inh2: BoNT A light chain protease inhibition. multiplex microsphere protease substrate cleavage, flow cytometry. inhibition, % at 10 µM. 0.17% of 360,000 active. AID 588499; in the data active = inhibition above about 30%; inconclusive = no clear call, values can overlap the other calls; also: plate controls were buffer without enzyme for full effect and enzyme alone for no effect
CCHFV vOTU inh: CCHFV vOTU protease inhibition; Pep-AMC fluorescence; inhibition, % at 11.5 µM; 0.55% of 370,000 active; AID 651958; also: 0% = vehicle wells with enzyme and 100% = no enzyme wells
BioA inh: inhibitors of Mycobacterium tuberculosis BioA enzyme | inhibition, % at 9.99 µM | 0.096% of 360,000 active | purified M. tuberculosis BioA enzyme, plate reader; in the data active = inhibition above about 40%; inconclusive = no clear call, values can overlap the other calls
FadD28 binding: blocks FadD28 binding to the bisubstrate probe | fluorescence polarization | inhibition, % at 12.5 µM | 0.22% of 360,000 active; in the data active = inhibition above about 8.5%, passing the limit was not always enough; inconclusive = no clear call, values can overlap the other calls
UGM FP inh: inhibitors of M. tuberculosis UDP-galactopyranose mutase; P9WIQ1; purified UGM, fluorescence polarization probe displacement; inhibition, % at 10 µM; 0.06% of 320,000 active; AID 504406; in the data active = inhibition above about 10%, passing the limit was not always enough; inconclusive = no clear call, values can overlap the other calls
Target sequence (P9WIQ1 whole entry, looked up): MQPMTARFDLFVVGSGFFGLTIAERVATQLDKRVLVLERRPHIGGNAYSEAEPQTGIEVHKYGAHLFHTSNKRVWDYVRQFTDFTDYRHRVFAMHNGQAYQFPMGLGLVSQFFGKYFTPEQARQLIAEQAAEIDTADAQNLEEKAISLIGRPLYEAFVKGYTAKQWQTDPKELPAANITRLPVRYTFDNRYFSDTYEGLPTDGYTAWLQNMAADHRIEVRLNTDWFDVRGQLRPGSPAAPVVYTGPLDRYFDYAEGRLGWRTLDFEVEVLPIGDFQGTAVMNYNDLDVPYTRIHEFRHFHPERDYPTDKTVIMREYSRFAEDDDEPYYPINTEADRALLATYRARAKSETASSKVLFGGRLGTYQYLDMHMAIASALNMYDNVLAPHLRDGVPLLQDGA
* hit, by the source's call; ? = inconclusive; / = no result given. Rule as the data show it, unless noted: active = inhibition above about 30%; inactive = the rest.

SMILES	FBA Mtb inh	BoNT-F LC inh	PrPC surface inh	GDH-TPI counter	BoNT-A LC inh2	CCHFV vOTU inh	BioA inh	FadD28 binding	UGM FP inh
Cc1cc(NC(=O)CSc2nc(=O)cc(N)n2-c2ccc(F)cc2)no1	-1	1	-1	3	0.3	15	1.5	0.7	-2.0
Cc1ccc(-c2nnn(CC(=O)NC3CCCc4ccccc43)n2)cc1 (configuration not stated)	9	-14	1	20	-0.5	11	-0.7	-2.8	-0.6
COC(=O)C1=C(C)NC(C)=C(C(=O)OC)C1c1cc2ccc(C)cc2[nH]c1=O	10	-24	0	4	-1.5	-17	-1.6	-0.4	0.3
O=c1oc(-c2ccccc2NS(=O)(=O)c2ccccc2)nc2ccccc12	1	-1	4	17	-0.8	17	5.9	0.0	-2.1
Cc1ccc(OCC(=O)OCC(=O)Nc2sccc2C(N)=O)cc1C	0	1	10	-4	0.6	-7	/	-1.3	-0.4
COCCCNC(=O)C(F)(F)C(F)(F)C(=O)NCCCOC	-2	/	0	-11	/	-4	/	0.0	3.2
COC(=O)C1=C(C)N(Cc2ccccc2)C(=NCc2cccc(Cl)c2)N[C@H]1c1cccc(F)c1	2	-19	/	-3	-0.2	/	0.4	-9.1	0.0
CC(Cc1cccs1)NC(=O)Nc1ccccc1 (configuration not stated)	3	-3	2	-3	0.4	8	-1.2	-3.1	0.5
CC(=O)Nc1ccc(NC(=O)CSC2=NCCS2)cc1	-3	-2	0	-2	0.4	-2	/	-1.6	/
O=C(CCCOc1ccc(Cl)cc1Cl)Nc1ccc(O)cc1C(=O)O	30*	-4	-1	26	0.5	17	3.6	2.3	-0.1
COC(=O)Cn1cnc2c(nnn2Cc2ccc(Cl)cc2)c1=O	1	6	1	0	0.3	-10	/	0.8	-2.3
CC1CCCN(C(=O)COC(=O)c2ccc[nH]c2=O)C1 (configuration not stated)	3	2	-1	4	0.3	10	-1.6	-2.8	2.1
Oc1ccc2ccccc2c1CN1CCN(c2ccccc2F)CC1	3	-3	1	11	-0.1	-6	-0.6	-2.0	/
Cc1ccc(N2C(=O)CC(N3CCN(S(=O)(=O)c4ccccc4)CC3)C2=O)c(C)c1 (configuration not stated)	-1	-2	1	-2	1.4	-2	-0.5	-2.2	1.6
COc1ccc(N2CC(C(=O)N[C@@H](C)C(=O)N[C@H](CO)c3ccccc3)CC2=O)cc1 (some centres not stated)	1	-13	1	3	-0.5	-6	-0.5	1.0	-1.5
O=C1NC2(CCCc3ccccc32)C(=O)N1Cc1nnc(-c2ccccc2Br)o1 (configuration not stated)	1	-2	4	8	0.7	0	-2.5	-0.9	-0.4
O=C(c1ccc(N2CCN(C3CC(=O)N(Cc4cccs4)C3=O)CC2)cc1)c1cccnc1 (configuration not stated)	-5	6	-2	33*	0.8	4	-1.4	-1.2	0.7
CCOC(=O)c1cnc(SC)nc1Oc1cccc(NC(=O)c2ccc(Cl)cc2)c1	0	-19	-4	1	0.3	4	2.5	-0.4	-1.6
CC(=O)OC(C(=O)N1CCN(c2ccccc2F)CC1)c1ccccc1 (configuration not stated)	-1	1	0	-9	0.2	8	1.0	-2.7	2.4
Cc1ccc(-c2cc(C(=O)NCc3ccc4c(c3)OCO4)[nH]n2)c(O)c1C	2	6	6	-1	0.7	14	-5.0	-0.4	0.5
COc1ccc(N(CC(=O)NCc2ccco2)S(=O)(=O)c2ccc(C)cc2)cc1	4	-1	/	4	-0.7	/	-2.1	0.7	0.9
COC(=O)CCC(=O)Nc1ccc(C)cc1OC(=O)CCC(=O)OC	1	10	3	-7	0.0	0	-0.2	-1.2	0.3
O=C(c1ccncc1)N(Cc1ccco1)Cc1cc2ccccc2[nH]c1=O	3	2	7	15	1.8	2	/	-0.9	-2.0
CCOC(=O)c1c(N2C(=O)Nc3ccccc3N2O)sc2c1CCCCC2	1	-5	2	3	-0.3	-2	/	-5.6	0.1
N#Cc1ccc(-c2nc3ccccc3c(=O)n2O)cc1	0	-25	0	17	-10	-15	/	-0.9	-2.7

Quoted at random: 5 entries already listed, in no set order.
SMILES	FBA Mtb inh	BoNT-F LC inh	PrPC surface inh	GDH-TPI counter	BoNT-A LC inh2	CCHFV vOTU inh	BioA inh	FadD28 binding	UGM FP inh
Cc1ccc(-c2nnn(CC(=O)NC3CCCc4ccccc43)n2)cc1 (configuration not stated)	9	-14	1	20	-0.5	11	-0.7	-2.8	-0.6
O=c1oc(-c2ccccc2NS(=O)(=O)c2ccccc2)nc2ccccc12	1	-1	4	17	-0.8	17	5.9	0.0	-2.1
COC(=O)C1=C(C)N(Cc2ccccc2)C(=NCc2cccc(Cl)c2)N[C@H]1c1cccc(F)c1	2	-19	/	-3	-0.2	/	0.4	-9.1	0.0
COC(=O)CCC(=O)Nc1ccc(C)cc1OC(=O)CCC(=O)OC	1	10	3	-7	0.0	0	-0.2	-1.2	0.3
CC1CCCN(C(=O)COC(=O)c2ccc[nH]c2=O)C1 (configuration not stated)	3	2	-1	4	0.3	10	-1.6	-2.8	2.1

(more compounds)
SMILES	FBA Mtb inh	BoNT-F LC inh	PrPC surface inh	GDH-TPI counter	BoNT-A LC inh2	CCHFV vOTU inh	BioA inh	FadD28 binding	UGM FP inh
O=C(Nc1cccc(Cl)c1)NC1CCS(=O)(=O)C1 (configuration not stated)	-1	-9	4	-3	0.9	-1	0.8	-3.4	-1.1
CC(C)CN(C(=O)c1cccc(Cl)c1)c1c(N)n(Cc2ccccc2)c(=O)[nH]c1=O	2	2	-7	1	0.1	1	-0.3	-1.5	-0.2
Cc1ccc(-c2nnn(CC(=O)N(Cc3cccs3)C(C(=O)NC(C)(C)C)c3ccc(C)o3)n2)o1 (configuration not stated)	-1	0	5	13	1.5	10	-0.8	0.0	0.3
CCCCOC(=O)C1=C(C)Nc2ncnn2C1c1cc(OC)c(OC)cc1OC (configuration not stated)	0	-1	-1	10	-0.1	12	-1.7	1.0	-2.2
COc1ccccc1-c1c(C)oc2c(CN3CCCCC3C)c(O)ccc2c1=O (configuration not stated)	145*	11	1	20	2.3	-182	0.7	-1.1	-1.7
CCc1ccc(CN(C)CC(=O)Nc2sccc2C#N)cc1	3	-16	1	4	0.0	-6	0.0	-0.1	-0.4
CCc1cccc(C)c1NC(=O)COC(=O)CSCc1ccccc1	-1	-2	11	-10	-0.2	7	-1.9	-2.4	-3.1
COc1ccc(CCNC(=O)CSc2nc(C)nc3sccc23)cc1OC	3	4	-2	-2	0.2	6	-0.8	-3.9	2.4
COc1ccc(N(CC(=O)Nc2ccc(OC)cc2OC)S(=O)(=O)c2ccccc2)cc1	2	-4	13	10	0.1	3	/	-1.6	1.3
OC(c1ccccc1)c1nccn1Cc1ccccc1 (configuration not stated)	19	10	5	5	-0.4	-15	-0.4	-1.5	4.0
O=[N+]([O-])c1ccccc1S(=O)(=O)Nc1nc2ccccc2s1	-2	-10	-9	1	-0.7	0	-0.9	1.1	-0.8
CC(NC(=O)COC(=O)Cn1cc(C(F)(F)F)ccc1=O)c1ccccc1 (configuration not stated)	-2	-7	-9	2	-0.7	10	0.2	-4.3	-1.2
COc1ccc(NC(=O)c2c(Cl)cnn2C)c(C)c1	-6	-4	-6	-3	0.6	-1	/	-3.1	0.8
COc1cc(C=O)cc(OC)c1OS(=O)(=O)c1ccc(NC(C)=O)cc1	3	-2	5	-3	-0.7	-6	0.3	0.5	0.4
CC(C)C[C@H](NC(=O)c1nc[nH]c1C(=O)NCC(=O)OCc1ccccc1)C(=O)OC(C)(C)C	1	2	5	4	0.2	24	-3.8	-5.0	1.0
CC(=O)c1ccc(NC(=S)NC(=O)/C=C/c2ccc(F)cc2)cc1	3	-8	/	10	-1.4	/	-1.1	-1.6	3.5
CCN(CC)C(C(=O)Nc1ccc(C(C)C)cc1)c1ccc2c(c1)OCO2 (configuration not stated)	1	-21	2	3	0.2	14	/	-0.7	-0.9
O=S1(=O)CC(O)C(NCCO)C1 (configuration not stated)	0	-11	4	2	-1.8	18	/	-2.1	0.1
CCOC(=O)C1CCCN(C(=O)c2ccc(C)c(S(=O)(=O)N3CCCCC3)c2)C1 (configuration not stated)	3	-6	7	18	-0.9	7	1.5	-0.5	0.1
Cc1ccnc(NC(=O)c2ccc(S(=O)(=O)N3CCCCC3)cc2)c1	-4	3	7	-5	0.4	9	-0.2	-1.4	1.6
COC(=O)C[n+]1cccc2ccccc21	10	10	-13	1	29	-7	-32	-0.4	14*
COCCNC(=S)N(CCc1c(C)[nH]c2ccc(C)cc12)Cc1cccnc1	3	-6	6	0	-1.1	-2	0.6	/	-0.2
CCC(=O)Nc1nc2ccc(NC(=O)c3cc(OC)c(OC)c(OC)c3)cc2s1	1	-3	3	9	0.3	5	2.8	-5.4	-0.2
COc1ccc(S(=O)(=O)N2CCC(C(=O)NCCCc3ccccc3)CC2)cc1	-2	1	2	-4	1.1	-5	0.4	-0.4	-5.3
OC[C@@H]1CN(Cc2ccccc2)C[C@H](n2cnc3c(NCc4ccc(F)cc4)ncnc32)O1	0	0	-3	7	0.1	9	0.7	-4.3	/
Following part
SMILES	FBA Mtb inh	BoNT-F LC inh	PrPC surface inh	GDH-TPI counter	BoNT-A LC inh2	CCHFV vOTU inh	BioA inh	FadD28 binding	UGM FP inh
c1ccc2c(Nc3nc(-c4ccncc4)nc4ccccc34)cccc2c1	1	?	2	-4	1.4	0	0.6	-6.2	4.0
COc1ccc(CNC(=O)CSc2nc(C)cs2)cc1	-1	0	3	3	0.4	15	/	-1.6	4.5
CN(C)CCCNC(=O)c1ccccn1	-1	-4	-2	3	-0.7	-1	-2.6	0.9	1.1
Cc1ccc(-c2nc(CS(=O)(=O)CC(=O)NCCN3CCCC3)c(C)o2)cc1	0	-1	0	-4	1.7	-10	-1.2	-2.6	0.8
Cc1cc(C)cc(C(=O)NCCCN2CCOCC2)c1	0	-8	-4	4	-2.1	-5	-0.8	-3.1	0.9
Nc1[nH]c(=O)[nH]c(=O)c1N=Nc1ccc(C(=O)O)cc1	-4	-16	-2	0	-0.4	-2	0.1	-3.4	3.4
Cc1ccc(NC(=O)Cn2ncn3c(cc4ccccc43)c2=O)c(C)c1	2	-9	-4	10	-2.6	20	0.0	-0.8	-2.4
O=C(CCc1nc2ccccc2c(=O)[nH]1)N1CCN(S(=O)(=O)c2cc(Cl)ccc2Cl)CC1	3	4	-1	3	-0.7	-9	-0.8	0.3	/
CCOc1ccc(OCCC(=O)N(CC(C)C)c2c(N)n(Cc3ccccc3)c(=O)[nH]c2=O)cc1	1	-6	-9	1	0.1	5	1.0	0.4	/
O=C(Nc1cc2c(cc1Cl)-c1ccc([N+](=O)[O-])cc1C2=NO)C(F)(F)F	-3	2	/	10	-0.1	/	/	-1.6	/
COCC(=O)NC1CCN(CC(=O)Nc2ccc(OC)cc2[N+](=O)[O-])CC1	1	8	-30	10	1.6	-8	-1.3	-0.7	-0.3
COCCn1c(SCC(=O)Nc2ccc(Cl)cn2)nnc1-c1ccncc1	0	-3	7	11	-0.2	-10	/	-0.1	0.7
Cc1cc(/C=C2\SC(=O)NC2=O)c(C)n1-c1ccc(N2CCOCC2)cc1	2	6	-4	17	-3.4	12	0.3	-2.1	-4.3
Cc1c(Cl)c([N+](=O)[O-])nn1CC(=O)Nc1ccc2c(c1)OCO2	0	-3	-3	6	0.2	-4	/	-5.7	-2.1
CC(C)(SC(=S)N1CCOCC1)C(=O)O	-1	-6	1	11	-0.1	-7	/	0.8	-5.9
CCOC(=O)Nc1ccc2c(c1)N(C(=O)N1CCN(C)CC1)c1ccccc1CC2	3	-6	-3	5	-0.2	0	/	-2.0	-4.4
CC(C)C(NC(=O)CCNC(=O)c1ccccc1Cl)c1nc2ccccc2[nH]1 (configuration not stated)	2	2	-9	2	-0.5	14	-0.4	-1.1	4.1
CCC(C)NC(=O)C1CCC(=O)N1Cc1ccc(C)cc1 (configuration not stated)	2	-1	3	1	0.2	4	-0.7	-1.0	0.4
COC(=O)CCCC(=O)N1CCC(CCC(=O)NC2CC2)CC1	-1	/	2	-4	/	7	-0.3	-2.5	-1.6
O=[N+]([O-])c1ccccc1/C=C/CN1CCCCC1CO (configuration not stated)	-2	-11	-2	0	-0.2	-10	-1.1	-0.2	-1.2
O=C(N/N=C/c1ccc(Sc2nc3ccccc3s2)c([N+](=O)[O-])c1)c1ccccn1	4	-9	4	-2	-1.5	-14	-1.2	1.0	2.0
